Screening results: PubChem, National Center for Advancing Translational Sciences (NCATS)
PI5P4Ka inh = PI5P4K alpha (human) kinase inhibition; P48426; PI5P4Kalpha enzyme, ADP-Glo luminescence, 60 min; stronger effect = lower value; max response, %; actives 1.2% (n = 330,000); AID 652105; active = max response of -50% or lower; inconclusive = between -30% and -50%; inactive = -30% or higher; note: value at the top dose of about 77 µM; % is set by controls: 0 for no effect and ±100 for the full control effect
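qHTS, 1536-well: enzyme/substrate mix, compound by pin tool, 5 microM ATP final; RT 60 min; ADP-Glo reagents 1 (45 min) then 2 (30 min); luminescence.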
GLP1R ag = agonists of human GLP-1 receptor; Potency, µM (titrated, usually from 45.6 µM), for the others: at the highest dose activation, usual class: activators; P43220; HEK293 GLP-1R CRE-luciferase, luminescence, 4-6 h; cells express a hypersensitive GLP-1R form; actives 0.007% (n = 380,000); note: potency is the fitted concentration of half-maximal effect; % of control where 0% means no effect
IL-2 act = IL-2 activation. IL-2 activation reporter assay, cell-based qHTS; stimulated with anti-CD3/CD4/CD28 beads; in transgenic mouse T cells. activation, % (series mostly up to about 46 µM). actives 0.065% (n = 360,000). AID 652025; in the data active = activation above about 50%; inconclusive = mostly about 30% to 49%; note: 0% is about no effect
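Unstimulated transgenic mouse T cells preincubated 60 min with compound, then stimulated with anti-CD3/anti-CD4-coated beads plus anti-CD28 for 18 h at 37 degrees C. IL-2 response read as EGFP and DsRed fluorescence by plate cytometry.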
HEK293 tox = cytotoxicity counter-screen for GLP-1 receptor inverse agonists; HEK293 cAMP-luciferase reporter cells, luminescence, 24 h; Potency, µM (doses to about 38.3 µM), without a hit: at the top dose activity change, negative = inhibition, most hits filed as inhibitors; actives 0.13% (n = 410,000);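 note: loss of luciferase light is scored as toxicity; potency is the fitted concentration of half-maximal effect; % is set by controls: 0 for no effect and ±100 for the full control effect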
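Cells in DMEM/10% Nu serum/1% pen-strep, 1536-well format. Pre-incubated 12 h, dosed with 23 nL compound, incubated a further 24 h. Luciferase detection, 12 min at room temp, luminescence.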
PLK1 PBD block = inhibitors of human PLK1 polo-box domain binding. Plk1 PBD binding of FITC phosphopeptide, fluorescence polarization. Potency, µM, for the others: max response, negative = inhibition, actives largely listed as inhibitors. actives 2.8% (n = 360,000). AID 720504; note: potency is the fitted concentration of half-maximal effect; series mostly up to about 57 µM; % is set by controls: 0 for no effect and ±100 for the full control effect; nearly all actives have a fitted effect of over 65% in size
DRD3 agonist = D3 dopamine receptor (human) agonism; D3R DiscoveRx beta-arrestin cells, luminescence, 90 min; max activation, %; actives 0.58% (n = 410,000); AID 652048; in the data active = max activation above about 30%; note: 0% is about no effect; mostly tested at two doses, the higher about 12 µM
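Cells at 1500/well, incubated overnight, then treated with pinned compounds (dopamine as control) for 90 min at 37 degrees C. DiscoveRx reagent added for 30 - 60 minutes at room temperature; luminescence read.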
WRN helicase inh = WRN helicase (human) inhibition; actives 0.46% (n = 360,000); AID 651768; Q14191; WRN helicase unwinding, fluorescent forked duplex, kinetic; Potency, µM (series often up to 114 µM), inactives show at the highest dose activity change, negative = inhibition, hits mostly inhibitors; note: potency is the fitted concentration of half-maximal effect; % is set by controls: 0 for no effect and ±100 for the full control effect; nearly all actives have a fitted effect of over 55% in size
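Primary qHTS, 1536-well format. 20 nM WRN + compound, 15 min RT; start with 100 nM forked fluorophore/quencher duplex, 2 mM ATP (final); kinetic read ex 525/em 598 nm.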
GLP-1R inv ag = GLP-1 receptor (human) inverse agonism. HEK293 GLP-1R CRE-luciferase, luminescence, 24 h; GLP-1R form is constitutively active. Potency, µM (highest dose often 38.3 µM), inactives show at the highest dose activity change, negative = inhibition, hits mostly inhibitors. actives 1.6% (n = 410,000). AID 624417; note: potency is the fitted concentration of half-maximal effect; % is set by controls: 0 for no effect and ±100 for the full control effect; nearly all actives have a fitted effect of over 55% in size
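Assay principle: reduced luminescence from a cAMP-responsive reporter in HEK293 cells co-expressing a constitutively active GLP-1R. Conditions: 24 hr compound incubation, 37 deg C, 5% CO2.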
DRD3 antagonist = antagonists of human D3 dopamine receptor | P35462 | D3R cells, DiscoveRx beta-arrestin luminescence, antagonist mode; stronger effect = lower value | actives 2.5% (n = 360,000) | max response, negative = inhibition, %; in the data active = max response below about -50%; inconclusive = no clear call, values can overlap the other calls; note: % is set by controls: 0 for no effect and ±100 for the full control effect; mostly tested at two doses, the higher about 12 µM
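Cells plated overnight at 1500 cells/well, then exposed to library compounds with dopamine controls for 90 minutes at 37 degrees C. DiscoveRx reagent added for 30–60 minutes at room temperature; luminescence read, quantitative HTS format.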
* marks the source's active call; other numbers are inactive results; ? = inconclusive; . = not tested or not shown; & = joins results of further samples; [ ] = dose if it differs, or a comment. Unless noted, calls come from the whole dose curve; as a rule, active = well fitted curve in the direction sought with a large enough effect; inconclusive = small, poorly fitted or top-dose-only effect, or another doubt; inactive = no such curve, though single readings can be large; an effect the other way counts as inactive or inconclusive.

Below each compound: PI5P4Ka inh	GLP1R ag	IL-2 act	HEK293 tox	PLK1 PBD block	DRD3 agonist	WRN helicase inh	GLP-1R inv ag	DRD3 antagonist
O=C(Nc1cccnc1)OCc1ccccc1
    -6	2%	13	13%	-6%	-5	-29%	13%	1
COc1cc(C(=O)Nc2ccc(O)cc2)ccc1OC(C)=O
    2	-3%	-2.0	6%	-8%	0	-5%	27%	-27
CCOC(=O)c1ccccc1NC(=O)COC(=O)c1ccccc1C(=O)N(C)c1ccccc1
    3	-4%	-3.6	15%	-7%	1	-6%	?	-2
Cc1ccc(C(=O)Nc2nc(-c3ccco3)c(-c3ccco3)s2)o1
    ?	-22%	2.1	9%	-30%	-16	?	-8%	-10
C/C(CC(=O)Nc1ccc(N(C)C)cc1)=N\NC(=O)c1ccc(Cl)cc1Cl
    9	1%	2.2	16%	2%	-1	6%	8%	13
CC(=O)NCCn1c(SCC(=O)NC2CCCCC2)nc2ccccc2c1=O
    2	-1%	-1.2	-2%	-15%	7	-3%	20%	-12
CCN(CC)CCNC(=O)c1ccc(NC(=O)c2c(F)cccc2Cl)cc1
    9	5%	0.5	1%	-2%	-12	0%	-16%	-1
CCCOc1cccc(C(=O)N2CCN(C(=O)C3CCCO3)CC2)c1 (stereo not given)
    -6	-3%	-0.3	10%	-11%	-15	-30%	4%	-15
COC(=O)c1ccccc1NC(=O)c1ccc(-c2ccc(Br)cc2)o1
    -2	-1%	0.0	2%	-8%	-8	-5%	-22%	35
CCCCn1c(SCc2nc(N)nc(Nc3ccccc3C)n2)nc2ccccc2c1=O
    -4	13%	0.3	-3%	-3%	-3	-9%	?	63
CC1=C(C(=O)N(C)C)CC(CC(=O)NCCCN(C)C)C(=O)N1Cc1ccc(C(C)(C)C)cc1 (stereo not given)
    -3	-1%	-1.0	2%	0%	1	5%	-5%	4
O=C1c2ccccc2C(=O)N1CCCCON1C(=O)c2ccccc2C1=O
    6	-18%	-2.2	4%	-10%	-1	-8%	16%	-12
O=C(c1ccccc1Br)N1CCc2c([nH]c3ccccc23)C1
    1	0%	-4.4	3%	6%	-3	0%	?	-16
COCCNC(=O)C(=O)Nc1cc2c3c(c1)C(C)C(=O)N3CCC2 (stereo not given)
    2	0%	0.4	3%	4%	-2	-2%	29%	17
O=C(Nc1cccc([N+](=O)[O-])c1)Nc1cccs1
    0	-3%	-0.7	-4%	-17%	-4	-7%	?	-10
O=C(Nc1ccccc1C(F)(F)F)Nc1cccc2ccccc12
    .	-12%	-1.2	-12%	-9%	-2	6%	-30%	-15
COc1cccc(NC(=O)c2nnn(Cc3ccc(Br)cc3F)c2N)c1
    0	15%	0.5	-10%	-4%	-5	1%	-7%	14
CCc1nc2ccc(C(=O)N3CCN(C(C)=O)CC3)cn2c1N(C)C(=O)c1cccc(OC)c1
    10	9%	-0.4	0%	-3%	4	2%	20%	8
CSc1ccc(S(=O)(=O)NCc2ccccc2)cc1
    .	18%	0.2	4%	-2%	15	-7%	13%	-23
Oc1ccccc1-n1nc2ccc3nonc3c2n1
    6	4%	-2.4	0%	-1%	5	3%	13%	11
Cc1ccc(S(=O)(=O)N2CCOCC2)cc1NS(=O)(=O)c1ccc(F)c(F)c1
    -3	5%	-0.6	6%	-13%	1	6%	-13%	-14
COc1ccc(C(c2nnnn2-c2ccc3c(c2)OCCO3)N2CCN(C/C=C/c3ccccc3)CC2)cc1 (stereo not given)
    4	0%	-0.8	-4%	-11%	-18	5%	?	-76*
COCCNc1nc(-c2cc(-c3ccccc3)on2)cc(C(C)C)n1
    25	7%	-0.1	15%	-7%	10	1%	?	53
CC(OC(=O)Cn1cnc2ccccc2c1=O)C(=O)N(C)c1ccccc1 (stereo not given)
    0	-15%	-0.9	12%	-6%	-4	-8%	-3%	14
O=C(Cc1ccc(Br)cc1)N/N=C/c1cccnc1
    8	6%	0.0	0%	-5%	-8	2%	1%	-19
Cc1ccc2cc3cc(C(=O)NCCCN4CC(C)CC(C)C4)oc3nc2c1 (stereo not given)
    0	0%	-2.0	-12%	-7%	-9	6%	-5%	-9
Cn1c(=N)n(CC(=O)c2cccs2)c2ccccc21
    .	5%	-0.9	?	-8%	-13	-9%	2%	-14
CCCCCc1c2c(cc(O)c1C(=O)O)OC(=O)c1c(cc(OC)cc1C(=O)CCCC)O2
    ?	-2%	-0.9	?	27µM*	3	?	?	9
O=C(CNC(=S)N(Cc1ccccc1)Cc1cccnc1)NC1CCCC1
    8	2%	0.2	3%[1.53 µM]	0%	-1	-11%[57.1 µM]	?	3
CCN(Cc1ccccc1)Cc1nc(CCc2ccccc2)no1
    5	-3%	1.1	6%	2%	-18	-1%	?	-1
CCOC(=O)C1CCN(C(=O)c2cc3c(ccc4ccccc43)o2)CC1
    -11	18%	-0.4	0%	-1%	5	-10%	13%	4
CCC1=C(C)CN(C(=O)NCCc2ccc(S(=O)(=O)NC(=O)NC3CCC(C)CC3)cc2)C1=O (stereo not given)
    2	3%&-2%	-0.6	0%	-5%	2&-9	0%	0%	37
Cc1c(S(=O)(=O)NC(C)c2ccccc2)c(=O)n(C)c(=O)n1C (stereo not given)
    -8	-12%	-2.3	-6%	-10%	-8	-32%	1%	-2
O=C(NCc1ccccc1)C(C(=O)c1ccc(F)cc1)n1ccccc1=O (stereo not given)
    .	-2%	1.3	-11%	1%	0	2%	1%	-6
S=C(NCCc1ccccc1)NCc1cccc(Cl)c1
    4	1%	-4.3	-20%	-9%	-1	-2%	?	-2
COc1cc(C)ccc1OCC(=O)NCC1CCCO1 (stereo not given)
    -5	0%	-2.1	-5%	-2%	6	-14%	8%	19
CCOc1ccccc1OCCCOc1ccc([N+](=O)[O-])cc1Cl
    17	8%	0.3	1%	-8%	-17	-31%	?	?
COc1ccc(S(=O)(=O)N2CCC(C(=O)NC3CC3)CC2)cc1Cl
    -5	-5%	0.0	9%	-5%	-18	-1%	0%	-18
COc1cc(NC(=O)CSc2nc(-c3cccs3)cc(C(F)(F)F)n2)cc(OC)c1OC
    .	0%	.	-7%	.	6	.	2%	.
COc1ccc(/C=C2\SC(=S)N(CC(=O)Nc3nnc(C)s3)C2=O)cc1
    -6	-3%	-3.2	3%	-9%	2	1%	14%	16
Nc1[nH]c(C(=O)c2ccccc2)c(-c2ccc([N+](=O)[O-])cc2)c1C(=O)NCCc1c[nH]c2ccccc12
    -30	-3%	-0.3	-26%	-13%	-7	5%	?	-9
COc1ccc(NC(=O)C2(C)Cc3c(-c4ccc(N(C)C)cc4)ccnc3O2)cc1OC (stereo not given)
    2	-3%	-0.3	-7%	-7%	-24	-5%	-6%	-22
O=C(OC1CCOC1=O)c1cc(-c2ccc(Cl)cc2)nc2ccccc12 (stereo not given)
    .	3%	-1.2	-11%	-4%	1	-12%	0%	4
CN(C)c1nnnn1-c1ccccc1Oc1ncc(C(F)(F)F)cc1Cl
    -6	14%	0.1	-3%	-11%	-7	-2%	-24%	5
Nc1c(Cl)cnc(C(Cl)(Cl)Cl)c1Cl
    -3	20%	1.7	-4%	-27%	-6	0%	-11%	-8
CC1CC(C)CN(C(=O)CCC(=O)Nc2nnc(C(C)C)s2)C1 (stereo not given)
    0	-1%	-1.2	-4%	-10%	-13	0%	10%	-15
Cc1ccc(S(=O)(=O)NCC(=O)N2CCOCCOCCOCCOCC2)cc1
    -2	-3%	-1.9	-2%	2%	-16	-1%	-11%	14
O=C(Cn1cc(COc2cccc([N+](=O)[O-])c2)nn1)c1ccc(O)cc1
    -12	10%	-0.6	1%	-12%	-2	7%	?	-30
COc1cc(SC)ccc1C(=O)Nc1ncc(C)s1
    0	-16%	1.5	-14%	-1%	3	5%	10µM*	-3
Nc1c2c(nc3ccn(-c4ccccc4)c(=O)c13)CCCCC2
    12	10%	-0.3	-6%	-9%	-9	5%	-23%	-26
O=C1/C(=C/c2ccco2)Oc2c1ccc(O)c2CN1CCCCC1
    -26	3%	15	.	?	-5	?	29%	5

A second format for some results above:
smiles | PI5P4Ka inh | GLP1R ag | IL-2 act | HEK293 tox | PLK1 PBD block | DRD3 agonist | WRN helicase inh | GLP-1R inv ag | DRD3 antagonist
CCOC(=O)C1CCN(C(=O)c2cc3c(ccc4ccccc43)o2)CC1 | -11 | 18% | -0.4 | 0% | -1% | 5 | -10% | 13% | 4
CCC1=C(C)CN(C(=O)NCCc2ccc(S(=O)(=O)NC(=O)NC3CCC(C)CC3)cc2)C1=O (stereo not given) | 2 | 3%&-2% | -0.6 | 0% | -5% | 2&-9 | 0% | 0% | 37
Cc1c(S(=O)(=O)NC(C)c2ccccc2)c(=O)n(C)c(=O)n1C (stereo not given) | -8 | -12% | -2.3 | -6% | -10% | -8 | -32% | 1% | -2
O=C(NCc1ccccc1)C(C(=O)c1ccc(F)cc1)n1ccccc1=O (stereo not given) | . | -2% | 1.3 | -11% | 1% | 0 | 2% | 1% | -6
S=C(NCCc1ccccc1)NCc1cccc(Cl)c1 | 4 | 1% | -4.3 | -20% | -9% | -1 | -2% | ? | -2
COc1cc(C)ccc1OCC(=O)NCC1CCCO1 (stereo not given) | -5 | 0% | -2.1 | -5% | -2% | 6 | -14% | 8% | 19
CCOc1ccccc1OCCCOc1ccc([N+](=O)[O-])cc1Cl | 17 | 8% | 0.3 | 1% | -8% | -17 | -31% | ? | ?
COc1ccc(S(=O)(=O)N2CCC(C(=O)NC3CC3)CC2)cc1Cl | -5 | -5% | 0.0 | 9% | -5% | -18 | -1% | 0% | -18
